# Screens: PubChem BioAssay, several laboratories
# EBV LMP1 NFkB – EBV LMP1-driven NF-kappaB luciferase reporter inhibitors, primary screen, cell-based, luminescence, single point. actives 0.69% (n = 350,000). AID 504558, 2011. inhibition, % at 12.5 µM. LMP1-induced NF-kappaB luciferase reporter cells; in the data active means inhibition above about 41%;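 further: 0% = neutral control wells and 100% = reference inhibitor control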
# SRC1 inh – SRC1 coactivator transcriptional activity inhibitors, primary screen, cell-based, luminescence; Nuclear receptor coactivator 1 (Homo sapiens), Q15788; HEK293 GAL4-SRC1 luciferase reporter; inhibition, % at 3.6 µM; actives 0.12% (n = 360,000); AID 588354, 2011;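 active means inhibition above the campaign mean plus 3 SD, with each screening campaign given its own cutoff, cut at about 60% in these data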;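 further: 0% = DMSO treated cells and 100% = gossypol at 36 µM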
# Target sequence (Q15788 whole entry, looked up, the tested form may be a part): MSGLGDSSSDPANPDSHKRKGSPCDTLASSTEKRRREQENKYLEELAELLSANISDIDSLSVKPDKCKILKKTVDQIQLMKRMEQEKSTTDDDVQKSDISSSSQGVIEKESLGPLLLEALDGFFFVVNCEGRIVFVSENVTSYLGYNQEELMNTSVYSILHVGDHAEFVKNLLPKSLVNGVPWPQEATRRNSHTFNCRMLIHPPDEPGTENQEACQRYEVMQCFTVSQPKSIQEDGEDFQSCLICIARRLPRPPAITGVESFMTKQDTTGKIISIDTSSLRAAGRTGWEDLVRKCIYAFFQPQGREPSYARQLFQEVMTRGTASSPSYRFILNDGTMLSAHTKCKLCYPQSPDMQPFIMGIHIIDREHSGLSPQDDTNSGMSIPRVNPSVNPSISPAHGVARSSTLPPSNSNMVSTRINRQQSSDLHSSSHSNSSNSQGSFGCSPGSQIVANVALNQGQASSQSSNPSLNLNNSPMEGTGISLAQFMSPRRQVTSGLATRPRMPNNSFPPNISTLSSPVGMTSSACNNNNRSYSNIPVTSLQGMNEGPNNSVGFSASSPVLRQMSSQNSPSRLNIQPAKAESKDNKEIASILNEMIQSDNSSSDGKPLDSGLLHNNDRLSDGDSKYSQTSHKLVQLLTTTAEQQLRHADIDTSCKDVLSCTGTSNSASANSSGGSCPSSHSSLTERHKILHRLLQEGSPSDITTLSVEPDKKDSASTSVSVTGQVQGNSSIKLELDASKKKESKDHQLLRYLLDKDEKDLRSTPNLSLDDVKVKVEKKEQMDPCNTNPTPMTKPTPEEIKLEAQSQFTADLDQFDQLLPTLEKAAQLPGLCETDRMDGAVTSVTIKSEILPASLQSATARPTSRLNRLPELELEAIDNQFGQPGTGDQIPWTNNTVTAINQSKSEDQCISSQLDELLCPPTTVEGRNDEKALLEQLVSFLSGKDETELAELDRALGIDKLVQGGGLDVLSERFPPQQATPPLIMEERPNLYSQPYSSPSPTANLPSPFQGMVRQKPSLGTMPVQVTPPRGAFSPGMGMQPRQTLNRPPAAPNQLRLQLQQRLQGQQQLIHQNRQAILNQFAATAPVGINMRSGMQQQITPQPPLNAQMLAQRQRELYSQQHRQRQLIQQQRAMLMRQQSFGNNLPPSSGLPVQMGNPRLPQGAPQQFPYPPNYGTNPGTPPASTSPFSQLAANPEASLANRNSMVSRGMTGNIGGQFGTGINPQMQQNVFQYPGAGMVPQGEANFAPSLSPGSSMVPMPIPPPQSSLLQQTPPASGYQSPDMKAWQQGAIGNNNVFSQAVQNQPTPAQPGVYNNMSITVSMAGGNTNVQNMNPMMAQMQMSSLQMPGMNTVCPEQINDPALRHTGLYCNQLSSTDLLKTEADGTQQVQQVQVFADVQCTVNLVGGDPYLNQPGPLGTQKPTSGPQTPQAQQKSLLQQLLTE
# CF NFkB block – inhibitors of PAF-induced NF-kB signaling, primary screen, cell-based, GFP fluorescence, uHTS; KKLEB NF-kB-GFP reporter, GFP fluorescence overnight; inhibition, % at 5 µM; actives 0.86% (n = 360,000); AID 588850, 2011;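 active means at least 50% inhibition at 5 µM, scaled per plate between neutral and stimulator controls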;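 further: PAF is a Pseudomonas aeruginosa culture filtrate used as stimulus; plate controls were PAF-stimulated DMSO wells for no effect and unstimulated DMSO wells for full effect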
# NCOA3 inh – SRC3 coactivator transcriptional activity inhibitors, primary screen, cell-based, luminescence; Nuclear receptor coactivator 3 (Homo sapiens), Q9Y6Q9; HEK293 GAL4-SRC3 luciferase reporter; inhibition, % at 3.6 µM; actives 0.17% (n = 360,000); AID 588352, 2011;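 active means inhibition above a per-campaign cutoff, the mean of all compounds plus 3 SD, cut at about 60% in these data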;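 further: 0% = DMSO-treated cells and 100% = gossypol-treated cells at 36 µM; higher means less SRC3-driven luciferase light from the GAL4 reporter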
# Shn3 inh set2 – reduction of Shn3 3'UTR firefly luciferase signal, primary screen, Schnurri-3 inhibitor project, cell-based, Clone20 osteoblasts, set 2 | Clone20 osteoblast Shn3 3'UTR firefly luciferase, 24 h | inhibition, % at 12.5 µM | actives 0.52% (n = 360,000) | AID 588674, 2011;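 active means mean inhibition of at least 75% with every replicate also reaching 75%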;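 further: 0% = median of neutral control wells and 100% = pilot-screen positive control compound; some compounds past the cut are filed as inactive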
# NR5A2 inv ag – LRH-1 (NR5A2) inverse agonists, primary screen, cell-based, luminescence, HEK293T, StAR-luciferase reporter; LRH-1 transfected, 24 h; Nuclear receptor subfamily 5 group A member 2 (Homo sapiens), O00482; inhibition, % at 3.6 µM; actives 0.13% (n = 360,000);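 active means inhibition above the mean inhibition of all tested compounds plus 3 SD, cut at about 73% in these data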;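 further: 0% = DMSO wells and 100% = reporter-only cells lacking LRH-1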
# TWEAK Fn14 block – inhibitors of TWEAK-Fn14 signaling, primary screen, luciferase reporter cells, uHTS. TWEAK-stimulated Fn14 reporter cells, luciferase luminescence, 8 h. inhibition, % at 10 µM. AID 1159606, 2016. actives 2% (n = 360,000); in the data active means inhibition above about 50%
# TROY signal inh – inhibitors of TROY-driven NF-kB signaling, primary screen, Q293 LMP1-TROYcd cells, NF-kB luciferase, uHTS. Q293 LMP1-TROYcd NF-kB luciferase reporter, 4 h. inhibition, % at 10 µM. AID 1347056, 2019. actives 0.98% (n = 360,000);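 active means compounds whose plate-normalised and pattern-corrected inhibition of the luciferase reporter signal at the single screening dose is 50% or more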
# KKLEB cytotox – cytotoxicity in KKLEB CF airway cells, primary screen, cytotoxicity control for CF NF-kB inhibitor project, cell-based, uHTS, fluorescence assay plates. actives 0.36% (n = 360,000). activity change (cytotoxicity), % at 5 µM. KKLEB CF airway cells viability, ATPlite luminescence, overnight; stronger effect = lower value; cells stimulated with P. aeruginosa culture filtrate;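 active means corrected activity change at or below -50% at 5 µM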
# TRAIL sens C8 – viability loss with TRAIL in NB7+C8 cells, primary screen, TRAIL sensitizer project, cell-based, ATPlite luminescence. inhibition (viability loss, TRAIL sensitization), % at 10 µM. actives 1% (n = 360,000). AID 624354, 2012;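 active means compounds causing at least 50% loss of cell viability in the single-dose screen, relative to plate controls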
# COUP-TFII inh – NR2F2 transcriptional activity inhibitors, primary screen, cell-based, luciferase reporter, HEK293T, luminescence. COUP transcription factor 2 (Homo sapiens), P24468. HEK293T NGFI-A luciferase reporter. inhibition, % at 8.6 µM. actives 0.7% (n = 370,000);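 active means inhibition above a per-plate cutoff, mean inhibition of test wells between control levels plus 3 SD, cut at about 38% in these data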;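 further: cells cotransfected with COUP-TFII expression vector driving the NGFI-A reporter; 0% = median of COUP-TF2 test wells and 100% = reporter-only cells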
# * marks the source's active call; other numbers are inactive results; . = no result given. The list is partial; count on the stated rates, not on these rows.
# Fields – EBV LMP1 NFkB	SRC1 inh	CF NFkB block	NCOA3 inh	Shn3 inh set2	NR5A2 inv ag	TWEAK Fn14 block	TROY signal inh	KKLEB cytotox	TRAIL sens C8	COUP-TFII inh
- COC(=O)C1=C(C)N(CCCC(=O)O)C(=O)NC1c1ccccc1OS(=O)(=O)c1ccccc1[N+](=O)[O-] (stereo not given)
  -2	-14	7	-8	-18	-9	3	8	2	-2	6
- CC(=O)Nc1nc2ccc(-c3nc4ccccc4o3)cc2s1
  -4	-98	9	-60	-52	-118	22	-10	-24	5	-66
- Cc1cccc(N(C(=O)c2sc(C)nc2C)C(C(=O)NCc2ccco2)c2ccccc2)c1 (stereo not given)
  -15	-20	15	16	5	0	10	3	3	3	4
- CCC(=O)n1nc(NCc2ccc(OC)c(OC)c2)nc1NCc1ccc(OC)c(OC)c1
  11	-8	-11	4	0	2	0	14	-1	0	3
- Cc1nc2oc(C(=O)c3ccccc3)c(N)c2c2c1COC(C)(C)C2
  -10	-18	4	6	-16	17	13	9	2	-1	8
- Cc1ccc2nc(Nc3ccc4[nH]c(=O)[nH]c4c3)c(-n3nc(C)cc3C)nc2c1
  -14	-53	-1	-17	-27	-10	-1	-62	8	23	-16
- CC(=O)NC(C)Cc1cn(Cc2ccccc2)c2ccccc12 (stereo not given)
  -3	16	1	-2	-6	16	13	-14	-1	7	18
- COc1cccc(CNC(=O)c2cccc(S(=O)(=O)N3CCN(C)CC3)c2)c1
  -2	-10	-37	3	-5	-1	2	13	14	4	-8
- CCOC(=O)C(C)Oc1cccc2c(=O)n(CC(=O)N3CCc4ccccc43)ccc12 (stereo not given)
  -2	-10	0	3	-20	13	9	-7	7	8	19
- Cc1ccn(C(CC(=O)c2ccc(Br)cc2)C(=O)O)n1 (stereo not given)
  -31	-4	11	3	-53	5	1	0	-7	-23	1
- O=C(Nc1nc(-c2cccs2)cs1)c1ccc(S(=O)(=O)N2CCCC2)cc1
  19	6	-16	27	42	17	93*	66*	12	21	30
- Cc1ccccc1N1CC(C(=O)Nc2nnc(SCc3ccccn3)s2)CC1=O (stereo not given)
  2	-4	17	1	-7	-4	0	1	-5	-8	11
- O=C(COC(=O)COc1ccccc1Cc1ccccc1)Nc1cccnc1Cl
  1	3	1	-2	-3	-12	-2	10	8	16	4
- CCOc1ccc(/C=N/NC(=S)NC2CC3C=CC2C3)cc1 (stereo not given)
  -5	-3	1	-6	5	-6	-33	-18	6	-14	-5
- COc1cc(SC)ccc1C(=O)NCc1ccccc1
  -7	-19	0	-10	-13	-29	-20	-47	-4	-1	3
- COc1cc(NC(=O)c2ccco2)c(C(=O)OCC(=O)c2c[nH]c3ccccc23)cc1OC
  9	1	5	13	15	9	10	-8	-11	23	9
- O=C(/C=C/[C@H]1O[C@@H](n2ccc(=O)[nH]c2=O)[C@H](O)[C@@H]1O)NCCN1CCCC1
  .	11	-6	10	2	7	-7	10	6	-9	8
- COc1ccc(-c2cc(C(F)(F)F)nc(-n3ccnc3C)n2)cc1
  -5	-11	-1	30	33	6	-5	-2	-11	15	11
- Cc1ccc(NC(=O)CSCC(=O)N(C)CC(=O)Nc2c(C)cccc2C)cc1
  6	0	-18	13	-9	8	-29	2	2	-8	-2
- COc1ccc(NC(=S)N2CCC(C(=O)c3ccc(C)cc3)CC2)cc1
  6	-5	16	-2	22	8	-15	15	-5	-7	-8
- CCCCSc1nc2c(cnn2-c2ccc(Cl)cc2)c(=O)[nH]1
  -8	0	19	3	-7	10	3	-10	-1	-7	-1
- Cc1ccc(-c2csc(NC(=O)C3CC(=O)N(Cc4ccco4)C3)n2)cc1 (stereo not given)
  9	-16	-9	18	13	7	23	10	1	10	-4
- Cc1ccc(S(=O)(=O)N(C)C)cc1NC(=O)C1CCCCC1
  -12	1	-19	17	-43	-9	12	-6	14	2	12
- Cc1ccc(/C=N/NC(=O)Cn2nnc(N)n2)cc1
  -9	-4	1	-18	-31	-5	12	13	-8	2	-4
- O=C(NNC(=O)C12CC3CC(CC(O)(C3)C1)C2)c1ccccc1O
  4	-18	15	-1	6	6	8	16	6	-1	-4
- CCOc1ccccc1NC(=S)NC(=O)CCc1ccccc1
  1	10	2	-5	18	-5	9	-24	-10	-17	-4
- CCOc1ccccc1C(=O)NC(C(=O)OCC(=O)NNC(=O)c1cccs1)C(C)C (stereo not given)
  3	-9	2	4	0	-25	-9	1	9	-8	-2
- Cc1cc(C)cc(N2C(=O)N(c3ccccc3C)C3CS(=O)(=O)CC32)c1 (stereo not given)
  3	-2	-6	11	-13	4	-1	2	5	4	4
- Cn1c2ccccc2c2ncn(CCCN3CCOCC3)c(=O)c21
  -8	-3	-4	-19	-9	6	-2	9	1	11	12
- O=C1NC[C@H](CCCCN2C[C@H](Cc3ccccc3)N(CC3CCCCC3)C(=O)C2=O)N(CCc2ccc(O)cc2)C1=O
  .	.	.	.	.	-12	16	0	.	-3	-6
- CCOC(=O)C(CCOc1cccc(CC)c1)C(=O)OCC
  1	14	-7	9	-4	10	22	.	6	-8	8
- O=C(NCCCC1CCCC1)C1CCC(=O)N(Cc2cccc(C(F)(F)F)c2)C1 (stereo not given)
  1	-9	-22	-8	8	4	6	-6	12	-4	-17
- CN(Cc1c(C(=O)N/N=C/c2cccc(O)c2)nnn1-c1nonc1N)C1CCCCC1
  1	11	11	16	-1	9	-7	-10	2	7	8
- COc1cccc(-c2sc3ccc(OC)cc3c2-c2ccc(OCCN3CCCC3)cc2)c1
  -3	-7	12	0	1	1	18	-1	-8	20	.
- CS(=O)(=O)N1CCN(C(=O)c2cccnc2)CC1
  -5	-3	-8	-3	6	5	1	2	1	13	-7
- CC(=O)Nc1ccc(OCC(=O)NCc2ccc(C)cc2)cc1
  2	0	-10	-24	-3	4	2	11	-4	-5	-1
- Cc1ccc(S(=O)(=O)Nc2ccc3c(c2)OCCO3)c(C)c1NS(C)(=O)=O
  8	-2	9	8	33	4	23	14	-2	-4	5
- O=C(COC(=O)c1cc(-c2ccccc2)nc2ccccc12)NC1CC1
  -1	-14	-12	2	-4	10	-7	-7	13	22	24
- Cc1cc(C(=O)N2CCC2(C)C(=O)NS(=O)(=O)c2ccc(F)cc2F)nn1C (stereo not given)
  .	12	-12	-2	-25	13	1	-7	-17	-8	-7
- C=CCOC(=O)c1ccc(-n2cncn2)nc1
  0	-2	2	2	6	7	-17	1	5	6	-2
- CCOC(=O)N(C)C[C@@H]1OCc2cnnn2CCCC(=O)N([C@@H](C)CO)C[C@@H]1C
  -3	-10	-8	1	-12	6	-5	-1	-2	2	10
- CCN(CC)S(=O)(=O)c1ccc(F)c(C(=O)NCCCN2CCOCC2)c1
  -3	12	4	-19	-8	1	-10	13	-3	-7	7
- COc1cc(C2SCC(=O)N2Cc2ccccc2)cc(OC)c1OC (stereo not given)
  4	-11	0	8	0	3	-3	-4	-2	0	-2
- CCC(CC)C(=O)Nc1cccc(-c2ccc3nncn3n2)c1
  -3	6	18	18	3	11	-15	-4	-9	-9	-12
- Cc1ccc(-c2ccc(SCC(=O)c3ccccc3)nn2)cc1
  -35	-56	8	-32	-26	-100	-51	-71	-4	15	-28
- Cc1ccc(-n2nc3c(c2NC(=O)c2cccs2)CS(=O)(=O)C3)cc1C
  0	-2	-11	0	-4	1	-11	7	-6	0	3
- CN(CC(=O)Nc1cccc(F)c1)C(=O)c1ccc(NC2CC2)c([N+](=O)[O-])c1
  2	-5	-4	14	10	6	-1	-6	4	-5	13
- O=C(Cn1nnc(-c2ccccc2F)n1)Nc1ccc(S(=O)(=O)NC2CCCC2)cc1
  9	0	-40	20	35	-20	-14	6	10	4	13
- CCOc1cc(/C=C(\C#N)C(=O)Nc2ccccc2C(=O)O)ccc1OC(=O)c1ccc(C)cc1
  39	-15	-10	0	-11	-18	19	27	0	-2	-12
- COc1ccccc1N1CCN(S(=O)(=O)c2cc(C)sc2C)CC1
  -5	-4	-13	-1	25	5	11	8	3	-10	2
- COc1ccc(-c2ccc(SCC(=O)NC3CCCC3)nn2)cc1
  -8	-3	-1	-7	-21	6	-7	-11	-6	4	3
- O=C(C1=C[C@@H](C2CC2)C[C@@H](OCc2ccc(CO)cc2)O1)N1CCN(Cc2ccccc2)CC1
  -1	2	14	10	6	27	-7	-6	-7	12	-1
- COc1ccc(C(C)(O)c2nc(-c3ccc(F)cc3OC)cs2)cc1 (stereo not given)
  .	1	0	-8	6	6	32	-17	-26	13	2
- C/C(=N/NC(=O)CN1CCN(S(=O)(=O)c2ccc(Br)cc2)CC1)c1ccco1
  -7	10	4	10	10	17	18	-7	6	-6	-8
- CC(C)(C)c1csc(NC(=O)c2ccncc2)n1
  4	-7	6	13	52	7	21	-9	14	29	21
- COc1ccc(-c2c(C)nc(N)nc2-c2ccc(OCc3ccc(C)cc3)cc2O)cc1OC
  2	-4	21	1	-7	-8	5	-4	-26	10	-15
- CN(CCOc1ccc(Cl)cc1)C(=O)c1ccc2c(=O)n3c(nc2c1)CCC3
  -5	-22	-5	0	-8	-15	-11	10	4	-8	17
- CCOC(=O)N/N=C/c1cn(CCCOc2ccc(C)cc2)c2ccccc12
  -4	-66	11	-40	33	-78	37	18	4	19	-13
- CC(C)(C)C1CCC2(CC1)Nc1cccc3cccc(c13)N2
  4	-5	-16	-11	-47	-3	-11	15	8	-5	10
- CS(=O)(=O)NCCn1ccc2ccccc21
  -21	9	-7	-1	7	-7	-4	14	9	1	8
- CCC(=O)Nc1cccc(NC(=O)c2cc3ccccc3o2)c1
  -18	-113	2	-48	-23	-104	-3	-56	1	22	-55
- O=C1NC(=Nc2ccccc2)S/C1=C\c1cccs1
  -11	-75	19	-67	-42	-55	18	-26	-10	8	-36

# Single records (already shown). Order of screens: EBV LMP1 NFkB	SRC1 inh	CF NFkB block	NCOA3 inh	Shn3 inh set2	NR5A2 inv ag	TWEAK Fn14 block	TROY signal inh	KKLEB cytotox	TRAIL sens C8	COUP-TFII inh
# Record of COc1ccc(C(C)(O)c2nc(-c3ccc(F)cc3OC)cs2)cc1 (stereo not given) = .	1	0	-8	6	6	32	-17	-26	13	2
# Record of Cc1ccc(S(=O)(=O)N(C)C)cc1NC(=O)C1CCCCC1 = -12	1	-19	17	-43	-9	12	-6	14	2	12
